Bioassay records from PubChem.
Mcl1 Noxa PPI = Mcl-1/Noxa interaction inhibition; Q07820; TR-FRET Mcl-1/Noxa peptide binding, 2 h; 220,000 tested, 1.5% active; inhibition, % at 21.7 µM;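 active = compounds that cut the protein-peptide binding signal by more than 50% relative to plate controls in a single-dose test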;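 also: His-tagged Mcl-1 with rhodamine Noxa BH3 peptide and terbium anti-His antibody; 0% = Mcl-1 plus Noxa peptide wells and 100% = peptide-only wells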
Target sequence (Q07820 whole entry, looked up): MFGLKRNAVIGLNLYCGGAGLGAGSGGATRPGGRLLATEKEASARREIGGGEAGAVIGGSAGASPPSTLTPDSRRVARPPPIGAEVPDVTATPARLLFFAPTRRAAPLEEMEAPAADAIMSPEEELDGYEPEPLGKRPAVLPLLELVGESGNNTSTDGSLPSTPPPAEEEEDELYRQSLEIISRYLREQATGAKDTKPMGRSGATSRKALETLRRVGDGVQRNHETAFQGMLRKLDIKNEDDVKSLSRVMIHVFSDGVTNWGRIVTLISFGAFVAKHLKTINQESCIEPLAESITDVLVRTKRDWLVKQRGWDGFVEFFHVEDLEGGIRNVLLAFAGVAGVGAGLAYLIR
Rac1 wt GTP bind = human Rac1 wildtype GTP binding, inhibitors and activators; P63000; GST-Rac1 beads, fluorescent GTP binding, flow cytometry; actives lie on both sides; 0 = cold GTP competed, 100 = untreated; GTP binding activity (% of control), % at 10 µM; 190,000 tested, 0.27% active;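 active = GTP binding activity at least 20 points away from the 100% control level, either lower or higher; inconclusive = compound flagged as likely green fluorescent, judged across all proteins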
RGS8-Gao = regulators of human RGS8-Galphao interaction. P09471. multiplexed bead flow cytometry, RGS8-Galphao binding; actives lie on both sides. response (percent of control binding), % at 10 µM. 220,000 tested, 0.34% active. AID 1423; in the data active = response below about 60% or above about 140%; inactive = in between;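 also: Galphao activated as the GDP aluminium fluoride complex binding bead-coupled RGS8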
Pf gametocyte = kills late stage P. falciparum gametocytes; P. falciparum stage V gametocytes, ATP luminescence, 24 h; inhibition, % at 10.9 µM; 150,000 tested, 0.065% active;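 active = inhibition above the mean plus 3 SD of compounds within the control limits, set per campaign, cut at about 38% in these data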;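 also: 0% = DMSO wells and 100% = medium only without gametocytes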
Rab2A wt mod = changes GTP binding to wildtype dog Rab2A, up or down | P61105 | GTP binding activity, % at 10 µM | GST-Rab2 wt beads, Bodipy-GTP binding, flow cytometry | AID 760 | 190,000 tested, 0.19% active;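 active = GTP binding activity at least 20 points away from 100%, either lowered or raised; inconclusive = signal likely due to the compound's own green fluorescence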;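 also: 0% = beads with excess unlabeled GTP and 100% = no-compound control corrected for plate trend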
Bim-Mcl-1 = inhibitors of Bim-Mcl-1 interaction, human; Q07820; Bead-based flow cytometry, Bim peptide-Mcl-1 binding; inhibition, % at 10 µM; 190,000 tested, 0.1% active; AID 1009; in the data active = inhibition above about 40%;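 also: 0% = no compound tracer wells and 100% = peptide blocker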
Rac1 mut GTP = human Rac1 activated mutant GTP binding change. percent activity (GTP binding), % at 10 µM. P63000. GST-Rac1 activated beads, fluorescent GTP binding, flow cytometry; actives lie on both sides; 100% means binding = to untreated wells. 190,000 tested, 0.11% active;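 active = GTP binding at least 20 percentage points away from the 100% baseline, in either direction, so actives lie on both sides; inconclusive = Compound likely fluorescent itself, or too few beads counted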
Rab7 wt GTP bind = dog Rab7 wildtype GTP binding, inhibitors and activators; 190,000 tested, 0.055% active; GTP binding activity (percent of control), % at 10 µM; GST-Rab7 beads, fluorescent GTP binding, flow cytometry; actives lie on both sides; untreated = 100%, excess cold GTP = 0%;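 active = fluorescent GTP binding to Rab7 beads changed by at least 20 points from the 100% baseline, either direction, mostly lower; inconclusive = compound itself probably fluorescent, or too few beads counted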;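 also: median green fluorescence of bound Bodipy-FL-GTP per Rab7 bead population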
Cdc42 wt GTP = changes GTP binding to wildtype human Cdc42. P60953. GST-Cdc42 beads, Bodipy-GTP binding, flow cytometry; actives lie on both sides. percent activity (GTP binding), % at 10 µM. 190,000 tested, 0.2% active;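 active = percent activity GTP binding at least 20 points away from the 100% baseline, either down as inhibitor or up as activator; inconclusive = compound flagged as likely green fluorescent from well-wide comparison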;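 also: median bead fluorescence of bound Bodipy-FL-GTP at 100 nM; 0% = excess unlabeled GTP control and 100% = no compound control; below 100% means less GTP binding so inhibitor and above means activator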
Target sequence (P60953 whole entry, looked up): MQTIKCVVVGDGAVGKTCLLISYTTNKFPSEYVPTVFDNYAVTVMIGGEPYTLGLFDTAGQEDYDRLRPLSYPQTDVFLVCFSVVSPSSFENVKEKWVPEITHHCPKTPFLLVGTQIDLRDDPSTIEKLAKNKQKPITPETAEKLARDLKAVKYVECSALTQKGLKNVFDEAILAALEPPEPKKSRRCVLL
Mcl1-Bid inh = disrupts binding of human Mcl-1 to Bid peptide; Q07820; TR-FRET Mcl-1/Bid-Dy647 peptide binding, 1536-well; inhibition, % at 21.7 µM; 220,000 tested, 0.97% active; AID 1021;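 active = compounds that cut the binding signal by more than half at the single screening dose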;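 also: His-tagged Mcl-1 with europium anti-His antibody binding Bid BH3 peptide; 0% = Mcl-1 plus peptide wells and 100% = peptide-only wells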
HRas wt GTP bind = human HRas wildtype GTP binding, change in either direction; P01112; GST-Ras wt beads, Bodipy-FL-GTP binding, flow cytometry; actives lie on both sides; GTP binding activity, % at 10 µM; 190,000 tested, 0.14% active; AID 759;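 active = GTP binding activity at least 20% away from the 100% baseline, either lowered as inhibitor or raised as activator; inconclusive = flagged as likely green fluorescent, judged across all proteins in the well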;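 also: 0% = unlabeled GTP competition control and 100% = no-compound control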
Target sequence (P01112 whole entry, looked up): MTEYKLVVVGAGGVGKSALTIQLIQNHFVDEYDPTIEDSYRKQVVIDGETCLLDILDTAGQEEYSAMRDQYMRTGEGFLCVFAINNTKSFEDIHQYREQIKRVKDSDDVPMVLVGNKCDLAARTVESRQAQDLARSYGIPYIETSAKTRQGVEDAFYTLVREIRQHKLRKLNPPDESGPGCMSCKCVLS
The depositor's hits bear a star; ? = inconclusive; / = not tested or not shown; [ ] = another dose, or the depositor's remark. This is a random part of the collection; 2.9% or so of the library scored in one or more.

SMILES | Mcl1 Noxa PPI | Rac1 wt GTP bind | RGS8-Gao | Pf gametocyte | Rab2A wt mod | Bim-Mcl-1 | Rac1 mut GTP | Rab7 wt GTP bind | Cdc42 wt GTP | Mcl1-Bid inh | HRas wt GTP bind
COc1ccc2c(-c3cc4ccc(OCc5ccc(F)cc5)cc4oc3=O)cc(=O)oc2c1 | -2 | 102 | 106 | / | 99 | 0 | 99 | 98 | 102 | 56* | 98
COc1ccc(S(=O)(=O)N2CCN(Cc3ccc4c(c3)OCO4)CC2)c2ccccc12 | -5 | 103 | 101 | / | 98 | 0 | 98 | 100 | 101 | -9 | 100
COCCNC(=S)Nc1cc(OC)c(NC(=O)c2ccco2)cc1OC | 10 | 100 | 99 | -37 | 101 | -2 | 101 | 101 | 100 | -50 | 103
Cn1c(C(=O)NCc2ccccn2)cc2c(=O)n(C)c3ccccc3c21 | -1 | 102 | 101 | / | 99 | 0 | 100 | 100 | 100 | -19 | 101
O=S(=O)(Nc1cccc2nsnc12)c1ccccc1 | 16 | 107 | 101 | / | 101 | 0 | 100 | 101 | 101 | -4 | 101
CCOC(=O)C1=C(O)C(=O)N(c2ccc(S(N)(=O)=O)cc2)C1c1ccc(OC)cc1OC (stereo unspecified) | 5 | 111 | 105 | -8 | 101 | 0 | 100 | 101 | 105 | -46 | 103
O=C(N/N=C/c1c[nH]c2ccccc12)c1ccncc1 | 20 | 101 | 107 | 11 | 100 | -2 | 102 | 95 | 102 | -23 | 100
Cc1ccc(S(=O)(=O)N/N=C/c2ccc(OC3CSC3)cc2)cc1 | 6 | 100 | 96 | / | 102 | 2 | 98 | 98 | 101 | 1 | 101
Cc1cccc(OCC(=O)NNc2c3ccccc3nc3ccccc23)c1 | 34 | 100 | 102 | / | 101 | 1 | 99 | 98 | 101 | -35 | 100
CCOC(=O)c1[nH]ncc1CN1CCCC(C(=O)c2cccc(OC(C)C)c2)C1 (stereo unspecified) | 11 | 100 | 100 | 2 | 98 | -5 | 98 | 98 | 102 | 2 | 99

Results in Cdc42 wt GTP, for some of the entries so far:
SMILES	Cdc42 wt GTP
Cn1c(C(=O)NCc2ccccn2)cc2c(=O)n(C)c3ccccc3c21	100
O=C(N/N=C/c1c[nH]c2ccccc12)c1ccncc1	102

Following part.
SMILES | Mcl1 Noxa PPI | Rac1 wt GTP bind | RGS8-Gao | Pf gametocyte | Rab2A wt mod | Bim-Mcl-1 | Rac1 mut GTP | Rab7 wt GTP bind | Cdc42 wt GTP | Mcl1-Bid inh | HRas wt GTP bind
COc1ccc(NC(=O)CSc2nc3[nH]ncc3c(=O)n2-c2ccccc2C)cc1OC | 26 | 106 | 82 | -5 | 98 | -4 | 98 | 97 | 99 | -4 | 100
COC(=O)c1c(C#N)c(N)nc2c1CCC2 | 2 | 103 | 107 | / | 104 | -2 | 102 | 104 | 102 | -1 | 102
CN(C(=O)CSc1nc2c(cnn2-c2ccccc2)c(=O)[nH]1)C1CCS(=O)(=O)C1 (stereo unspecified) | 7 | 96 | 96 | -1 | 98 | 2 | 93 | 102 | 96 | -25 | 97
COc1ccc(OC)c(C2=NOC(C(=O)Nc3cccnc3)C2)c1 (stereo unspecified) | -6 | 99 | 103 | -7 | 97 | -1 | 97 | 98 | 99 | -8 | 98
CCOC(=O)c1ccccc1NC1c2ccccc2C(=O)N1C1CCN(C(=O)OCC)CC1 (stereo unspecified) | 18 | 106 | 99 | / | 102 | 0 | 99 | 102 | 103 | -6 | 102
N#CC12CCCCC1CC1CCCCC1(C#N)N2Cc1ccccn1 (stereo unspecified) | 17 | 96 | 101 | 19 | 98 | 0 | 93 | 100 | 96 | -26 | 98
O=C(O)CCc1ccc(-c2cccs2)n1NC(=O)c1ccco1 | -4 | 105 | 98 | -4 | 102 | -2 | 100 | 102 | 103 | -12 | 103
COc1cc(OC)cc(C(=O)N[C@@H](CCSC)c2nc3ccccc3[nH]2)c1 | 16 | 104 | 90 | 2 | 101 | -2 | 99 | 111 | 103 | -35 | 102
CC(=O)c1ccc(OC2OCCOC2Oc2ccc(C(C)=O)cc2)cc1 (stereo unspecified) | -2 | 101 | 102 | -17 | 96 | -1 | 95 | 101 | 99 | 2 | 99
CN(C)c1ccc(C=Nc2ccccc2)cc1 | -9 | 102 | 95 | / | 98 | -1 | 98 | 99 | 102 | -91 | 102
CCN(CC)S(=O)(=O)c1ccc(F)c(C(=O)NCCCN2CCOCC2)c1 | 7 | 106 | 98 | / | 101 | -1 | 100 | 102 | 103 | -7 | 103
CC(=O)Nc1ccc(S(=O)(=O)NCc2ccc(C(=O)NCCN3CCCCCC3)cc2)cc1 | 4 | 103 | 102 | 8 | 97 | 0 | 100 | 96 | 95 | -40 | 101
CC(CC(=O)N1CCN(c2ccccc2F)CC1)c1ccccc1 (stereo unspecified) | 7 | 105 | 109 | / | 100 | -5 | 101 | 103 | 104 | 0 | 102
CC1=C2C3OC(=O)C(C)[C@@H]3CC[C@](C)(O)C2C2C3C4C5(C12)[C@H]1OC(=O)[C@@H](C)C1CC[C@]4(C)O[C@]5(C)[C@@H]3O (stereo partly specified) | 2 | 108 | 103 | 6 | 102 | -4 | 99 | 106 | 100 | -20 | 102
CC(C)(C)n1nnnc1C(c1ccccc1F)N(Cc1ccco1)CC1CCCO1 (stereo unspecified) | -4 | 102 | 98 | 8 | 104 | -4 | 101 | 95 | 102 | -11 | 102
O=C1NCCNC(=O)c2ccccc2OCCOc2ccccc21 | -1 | 105 | 97 | / | 98 | -1 | 101 | 98 | 103 | 6 | 99
Brc1ccccc1OCCCn1cnc2ccccc21 | 8 | 105 | 104 | 18 | 105 | 0 | 98 | 105 | 102 | 24 | 104
O=C(c1ccccc1)c1coc2ccc(O)c(Cl)c12 | 13 | 100 | 101 | / | 102 | 0 | 98 | 99 | 101 | -19 | 100
CCOc1cccc(OCCn2cnc3ccccc3c2=O)c1 | 2 | 99 | 104 | -8 | 99 | 2 | 93 | 97 | 98 | -6 | 97
O=C(CSCc1ccccc1)Nc1ccc(Cl)cn1 | -8 | 105 | 103 | / | 98 | -1 | 98 | 96 | 102 | -5 | 98
COc1ccc(NC(=O)CO/N=C2\CCCc3nonc32)cc1 | 17 | ? | 101 | / | ? | 0 | ? | ? | ? | -11 | ?
CSc1ccc(CN2CCN(Cc3ccc([N+](=O)[O-])cc3)CC2)cc1 | 5 | 96 | 101 | 4 | 96 | 0 | 95 | 105 | 94 | -32 | 96
c1ccc(CNc2ncnc3scc(-c4cccs4)c23)nc1 | 4 | 104 | 96 | 12 | 96 | -2 | 97 | 98 | 96 | -28 | 97
O=S1(=O)CCN2C(=N1)SC1=C2CCN(Cc2ccccc2)C1 | -11 | 99 | 102 | / | 102 | -4 | 98 | 100 | 101 | -18 | 99
COc1cc(CCNC(=O)c2cnn3ccccc23)cc(OC)c1OC | 5 | 107 | 102 | / | 105 | 0 | 101 | 107 | 106 | -5 | 104
C=CCSC1=N/C(=C/c2ccsc2)C(=O)N1c1ccccc1 | 5 | 103 | 99 | 6 | 101 | -2 | 99 | 102 | 101 | -3 | 102
CC12CCC(C(=O)N3CCN(c4ncccn4)CC3)(c3nc4ccccc4nc31)C2(C)C (stereo unspecified) | 21 | 106 | 99 | -20 | 98 | -1 | 100 | 100 | 104 | -36 | 100
COc1ccc(C(=O)N2CCc3cc(OC)c(OC)cc3C2c2cccc([N+](=O)[O-])c2)cc1 (stereo unspecified) | 28 | 109 | 101 | / | 100 | -1 | 101 | 102 | 103 | -22 | 101
COc1ccccc1/C=C/C=C1\Oc2c(ccc(O)c2CN2CCN(CCO)CC2)C1=O | -14 | 101 | 146*[activator] | -9 | 101 | 0 | 99 | 99 | 101 | -33 | 99
O=C(C[n+]1ccccc1)Nc1ccccc1C(=O)O | 14 | 100 | 105 | 14 | 100 | -3 | 97 | 107 | 98 | 15 | 97
Cc1ccc(C(NC(=O)N2CCCCC2)=C(Cl)Cl)cc1F | -4 | 107 | 106 | -3 | 102 | -5 | 101 | 99 | 104 | 3 | 103
CCCC/C(C)=N/NC(=O)Nc1ccccc1 | 0 | 96 | 99 | / | 99 | 0 | 96 | 98 | 99 | -3 | 99
C=CCc1cccc2cc(NC(C)=O)c(=O)oc12 | 11 | 101 | 98 | / | 99 | 0 | 99 | 99 | 101 | 6 | 100
Cc1cc(OCC(=O)N(C(C)C)C(C)C)cc(C)c1Br | -4 | 102 | 102 | -7 | 101 | -3 | 100 | 99 | 99 | -9 | 99
CCC12C(=O)C(CC)(C(c3ccccc3)=C1c1ccccc1)[C@@H]1C(=O)N(c3ccccc3)C(=O)C12 (stereo partly specified) | 22 | 98 | 93 | 20 | 95 | -1 | 99 | 99 | 94 | 10 | 96
Cc1ccc(NC(=S)Nc2ccc3cn[nH]c3c2)cc1C | 16 | ? | 102 | -9 | ? | -1 | ? | ? | ? | -46 | ?
O=C(CN(CCc1ccccc1)S(=O)(=O)c1ccc(Br)cc1)N/N=C/c1ccc2c(c1)OCO2 | 7 | 103 | 96 | 0 | 100 | -3 | 103 | 101 | 103 | -16 | 100
O=[N+]([O-])c1ccc(NC(=S)N2CCN(c3ccccc3)CC2)cc1 | 19 | 99 | 102 | -10 | 94 | -7 | 97 | 95 | 98 | -38 | 96
CCCCOc1ccc(C(=O)Nc2ccc(C)cc2[N+](=O)[O-])cc1 | -5 | 102 | 100 | -4 | 98 | -2 | 99 | 102 | 98 | -6 | 99
CC(C)c1nc2cc3ccccc3cc2[nH]1 | 10 | 106 | 95 | -6 | 103 | 4 | 102 | 102 | 102 | -5 | 105
COc1ccc(C(=O)N2CCn3c2nc2ccccc23)cc1 | 3 | 101 | 102 | 17 | 96 | -1 | 97 | 97 | 98 | -10 | 97
CCOc1ccc(C2c3cc(OC)c(OC)cc3CC(=O)N2c2ccc(OC)cc2)cc1 (stereo unspecified) | 13 | 97 | 103 | 4 | 97 | -1 | 97 | 97 | 98 | -4 | 99
CC(=O)c1ccc(Oc2cnccn2)cc1 | 2 | 96 | 108 | 12 | 95 | -2 | 94 | 98 | 95 | -28 | 97
Cn1c(SCc2cc([N+](=O)[O-])cc3c2OCOC3)nnc1-c1ccccn1 | 2 | 102 | 100 | 10 | 99 | -1 | 96 | 106 | 96 | -6 | 97
O=C(O)[C@H]1CCCC[C@H]1C(=O)NCCc1ccccc1 | -5 | 102 | 103 | -1 | 101 | 0 | 97 | 100 | 103 | -1 | 100
